Assay outcomes: PubChem BioAssay, NMMLSC
RGS8-Gao – RGS8-Galphao binding modulators, primary screen, biochemical, multiplexed bead flow cytometry; 220,000 tested, 0.34% active; actives lie on both sides; AID 1423, 2008; response (percent of control binding), % at 10 µM; in the data active = response below about 60% or above about 140%; inactive = in between;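 also: Galphao activated as the GDP aluminium fluoride complex binding bead-coupled RGS8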
Bcl-B Bim block – inhibitors of Bim-Bcl-B binding, primary screen, biochemical, multiplexed, human Bcl-2 family; Bcl-2-like protein 10 (Homo sapiens), Q9HD36; bead-based flow cytometry, Bim peptide-Bcl-B binding; inhibition, % at 10 µM; 190,000 tested, 0.073% active;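 also: 0% = tracer peptide without compound and 100% = reference inhibitor peptide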
Target sequence (Q9HD36 whole entry, looked up): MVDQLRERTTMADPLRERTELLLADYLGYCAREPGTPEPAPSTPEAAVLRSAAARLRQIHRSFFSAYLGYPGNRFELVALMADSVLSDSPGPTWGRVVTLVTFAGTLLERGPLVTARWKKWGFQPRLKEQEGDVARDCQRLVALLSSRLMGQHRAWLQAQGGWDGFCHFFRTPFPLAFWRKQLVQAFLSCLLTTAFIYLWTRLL
Bcl-W Bim block – inhibitors of Bim binding to Bcl-W, primary screen, biochemical, multiplexed, bead-based flow cytometry. Bcl-2-like protein 2 (Homo sapiens), Q92843. Bim peptide-Bcl-W binding. inhibition, % at 10 µM. 190,000 tested, 0.02% active;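 also: 0% = bound tracer without compound and 100% = peptide blocker; higher means less fluorescent Bim peptide bound to Bcl-W beads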
Target sequence (Q92843 whole entry, looked up): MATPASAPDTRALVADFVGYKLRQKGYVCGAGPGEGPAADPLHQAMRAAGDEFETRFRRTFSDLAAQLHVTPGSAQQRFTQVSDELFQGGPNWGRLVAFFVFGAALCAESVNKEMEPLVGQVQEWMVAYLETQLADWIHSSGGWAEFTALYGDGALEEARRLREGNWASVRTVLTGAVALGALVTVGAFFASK
Bim-Bcl-2 – inhibitors of Bim-Bcl-2 binding, primary screen, biochemical, multiplexed, human Bcl-2 family | Apoptosis regulator Bcl-2 (Homo sapiens), P10415 | Bead-based flow cytometry, Bim peptide-Bcl-2 binding | inhibition, % at 10 µM | 190,000 tested, 0.06% active | AID 950, 2007; in the data active = inhibition above about 40%; inconclusive = no clear call, values can overlap the other calls;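 also: 0% = no compound wells with probe peptide and 100% = reference peptide inhibitor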
Bcl-XL Bim block – inhibitors of Bim-Bcl-XL binding, primary screen, biochemical, multiplexed, bead flow cytometry, human Bcl-XL | Bim peptide-Bcl-XL binding, fluorescence | AID 1007, 2008 | 190,000 tested, 0.04% active | inhibition, % at 10 µM
Bfl-1 Bim block – inhibitors of Bim binding to Bfl-1, primary screen, biochemical, multiplexed, bead-based flow cytometry | 190,000 tested, 0.12% active | Bcl-2-related protein A1 (Homo sapiens), Q16548 | inhibition, % at 10 µM | Bim-Bfl-1 binding inhibition;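 also: 0% = wells without compound plus tracer and 100% = blocker peptide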
Mcl-1 Bim block – inhibitors of Bim peptide binding to Mcl-1, primary screen, biochemical, bead-based flow cytometry, multiplex | Induced myeloid leukemia cell differentiation protein Mcl-1 (Homo sapiens), Q07820 | inhibition, % at 10 µM | 190,000 tested, 0.1% active | AID 1009, 2008 | Bim peptide-Mcl-1 binding;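 also: 0% = no compound tracer wells and 100% = peptide blocker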
RGS7-Gao reg – RGS7-Galphao binding modulators, primary screen, biochemical, multiplexed bead flow cytometry; Guanine nucleotide-binding protein G(o) subunit alpha (Homo sapiens), P09471; 220,000 tested, 0.35% active; binding response (% of control), % at 10 µM; actives lie on both sides; AID 1439, 2008; in the data active = binding response below about 49% or above about 150%; inconclusive = no clear call, values can overlap the other calls; inactive = in between;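 also: fluorescent Galphao held in activated GDP-AlF4 state binding bead-coupled RGS7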
ABCB1 inh – ABCB1 efflux pump inhibitors, primary screen, cell-based, multiplex, flow cytometry, ABCG2 counter-screen; ATP-dependent translocase ABCB1 (Homo sapiens), P08183; CCRF-Adr cells, JC-1 efflux; inhibition, % at 6.6 µM; 190,000 tested, 0.067% active; in the data active = inhibition above about 40%;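 also: 0% = vehicle and 100% = reference inhibitor; higher value means more JC-1 retained so stronger ABCB1 efflux block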
RGS4-Gao reg – modulators of RGS4 binding to Galphao, primary screen, biochemical, multiplexed bead flow cytometry; Guanine nucleotide-binding protein G(o) subunit alpha (Homo sapiens), P09471; actives lie on both sides; binding response (% of control), % at 10 µM; 220,000 tested, 0.33% active; AID 1415, 2008; in the data active = binding response below about 49% or above about 150%; inactive = in between;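 also: fluorescent Galphao activated with aluminum fluoride binding bead-coupled RGS4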
ABCG2 inh – ABCG2 efflux pump inhibitors, primary screen, multiplex with ABCB1, IgMXP3 cells, flow cytometry | inhibition, % at 6.6 µM | 190,000 tested, 0.1% active | JC-1 efflux | Broad substrate specificity ATP-binding cassette transporter ABCG2 (Homo sapiens), Q9UNQ0;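 active = inhibition above 80%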;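 also: 0% = DMSO and 100% = nicardipine control wells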
Target sequence (Q9UNQ0 whole entry, looked up): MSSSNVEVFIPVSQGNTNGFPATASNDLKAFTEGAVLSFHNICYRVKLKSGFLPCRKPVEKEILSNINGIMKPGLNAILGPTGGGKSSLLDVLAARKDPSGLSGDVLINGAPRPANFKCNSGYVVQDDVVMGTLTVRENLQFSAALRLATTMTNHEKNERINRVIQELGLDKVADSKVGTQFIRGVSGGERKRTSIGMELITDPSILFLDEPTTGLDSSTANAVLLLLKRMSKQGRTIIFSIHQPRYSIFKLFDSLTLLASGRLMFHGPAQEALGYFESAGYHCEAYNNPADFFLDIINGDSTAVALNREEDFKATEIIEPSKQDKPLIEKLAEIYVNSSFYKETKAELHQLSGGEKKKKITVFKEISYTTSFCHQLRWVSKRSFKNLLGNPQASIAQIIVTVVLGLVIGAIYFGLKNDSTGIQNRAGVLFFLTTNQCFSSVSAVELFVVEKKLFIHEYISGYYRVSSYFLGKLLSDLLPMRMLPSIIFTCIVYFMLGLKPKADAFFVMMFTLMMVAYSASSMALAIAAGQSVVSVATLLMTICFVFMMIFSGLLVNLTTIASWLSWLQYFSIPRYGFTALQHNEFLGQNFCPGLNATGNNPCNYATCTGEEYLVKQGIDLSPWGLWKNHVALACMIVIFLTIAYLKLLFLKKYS
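Test system: IgMXP3 cells (ABCG2) mixed with DDAO far-red-labelled CCRF-Adr cells (ABCB1). Reagent: JC-1 transporter substrate. Compound dosing: single test compound dose, 6.6 µM final. Times: 10 min compound exposure, 25 °C. Detection: flow cytometry of retained JC-1 fluorescence. Read-out basis: efflux inhibition in percent versus controls. Controls: nicardipine and DMSO wells.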
The depositor's hits bear a star; ? = inconclusive; nt = not tested or not shown. Rule as the data show it, unless noted: active = inhibition above about 40%.

structure	Mcl-1 Bim block	Bcl-W Bim block	Bfl-1 Bim block	Bcl-B Bim block	ABCG2 inh	RGS7-Gao reg	Bim-Bcl-2	RGS8-Gao	ABCB1 inh	RGS4-Gao reg	Bcl-XL Bim block
Cc1ccnc(NS(=O)(=O)c2ccc(NC(=O)/C=C/c3cccs3)cc2)n1	0	1	-7	-4	0	100	-1	102	0.6	105	-2
O=C(NCCN1CCOCC1)c1sc2ccccc2c1Cl	0	0	-7	0	6	101	-3	97	0.7	95	0
CC(C)NC(=O)CN1C(=O)NC(CCc2ccccc2)C1=O (stereo not drawn)	-2	-2	0	-3	0	99	0	104	0.3	104	-3
CCOC(=O)C1C(=O)OC(C)(C)C1C(C)C(=O)c1ccc(C)cc1C (stereo not drawn)	0	-1	-7	-3	-6	?	-6	100	-0.9	100	-3
CCCCNC(=O)c1ccc(NC(=O)C2CCCO2)cc1 (stereo not drawn)	-2	0	-11	-8	6	111	-6	106	1.2	110	-9
COc1cccc2c1nc(C)c1cc(C)oc12	-2	0	0	2	8	99	0	100	0.5	101	0
Cn1c(=O)cc(OCCCC(=O)N2CCCCC2)c2ccccc21	0	0	1	1	3	103	1	100	1.0	101	3
Clc1ccc(-c2nc(Cc3ccccc3)no2)cc1	4	-1	0	0	2	94	4	93	-0.1	95	-3
c1ccc(-c2nccc(-c3ccc(-n4cnc5ccccc54)cc3)n2)cc1	10	13	14	22	7	101	15	103	0.4	102	0
CCN=c1sc2ccccc2n1CC(O)COc1ccccc1 (stereo not drawn)	0	0	-11	-6	0	96	-6	98	0.0	97	-2
O=[N+]([O-])c1ccc(COc2cccc(CNc3ccc(F)cc3)c2)cc1	-2	-6	-3	2	2	105	-4	117	-0.3	107	-3
Cc1cc(C)cc(-n2c(C)nc3cc(C(=O)O)ccc32)c1	39	-1	1	11	4	102	3	100	1.1	98	0
CCOc1ccccc1C(=O)N[C@H](C(=O)NCc1ccccc1)C(C)C	-2	0	-2	-5	3	99	2	101	0.8	100	-9
COc1ccc(Cl)cc1NC(=O)CN(C)CC(=O)Nc1ccc(Br)cc1	0	1	-3	0	7	93	-2	101	2.0	99	-2
CCOc1ccccc1NC(=O)CSc1nnc(-c2ccccc2Cl)n1Cc1ccco1	0	0	2	-1	11	105	-7	101	2.7	99	0
Clc1ccc(Cn2c(/C=C/c3ccco3)nc3ccccc32)cc1	-1	0	16	-8	3	92	6	90	0.8	91	-4
CCOC(=O)C1=C(C)Nc2nc(SCC)[nH]c(=O)c2C1c1ccncc1 (stereo not drawn)	-2	-2	-2	0	2	92	1	96	0.3	93	-5
N#Cc1c(OCC(=O)c2ccccc2)nc2c(c1-c1ccco1)CCc1ccccc1-2	1	1	8	-2	0	106	10	101	0.0	102	0
COC(=O)c1ccc2c(c1)S(=O)(=O)NC(=NCc1ccco1)S2	-1	-1	0	3	1	100	0	100	0.0	100	0
NC(CSS(=O)(=O)O)=NCCC12CC3CC(CC(O)(C3)C1)C2	-5	-3	-10	-12	-4	110	-3	103	-0.8	109	-8
CCn1c(SCC(=O)Nc2cc(C)on2)nnc1-c1ccc(OC)cc1	1	-2	-3	-4	2	97	2	98	0.5	99	-5
CCNC(=S)NCc1ccc2[nH]c(C)cc2c1	-3	-4	-1	-1	-3	106	0	107	-0.7	111	-5
O=C(Nc1ccc(NC(=O)c2cccs2)c(Cl)c1)c1ccco1	-1	-3	-7	-1	4	99	-3	100	0.4	101	0
CN(c1ccccc1)S(=O)(=O)c1cc(C(=O)OCC(=O)N2CCN(C(=O)c3ccco3)CC2)ccc1Cl	0	2	-2	-1	-1	?	-1	102	0.2	103	0
O=C(COc1ccccc1)NC(=S)Nc1cccc([N+](=O)[O-])c1	-2	-2	0	-1	31	97	-1	99	2.5	97	-2
Oc1ccc2ccccc2c1C=NC1CCCCC1	0	-2	0	-4	1	106	-5	105	0.3	109	-2
Fc1ccc(-n2cc(CNCCc3ccccn3)c(-c3ccccc3Cl)n2)cc1	-2	4	3	1	2	105	-3	102	1.2	105	0
CCCNc1ncnc2c1cnn2-c1ccc(OC)cc1	-2	0	-4	-3	5	100	-2	98	0.5	98	-4
O=C(O)[C@H](Cc1ccccc1)NC(=O)N1CCOCC1	2	2	-10	-4	0	106	-2	97	0.1	104	2
COc1cc(CNC(=O)C2CCCN2S(=O)(=O)c2ccccc2)cc(OC)c1OC (stereo not drawn)	3	0	-4	-1	13	102	3	101	2.0	103	-4

Taken from above:
RGS8-Gao result of Cc1ccnc(NS(=O)(=O)c2ccc(NC(=O)/C=C/c3cccs3)cc2)n1 : 102
Mcl-1 Bim block result of O=C(NCCN1CCOCC1)c1sc2ccccc2c1Cl : 0

Remaining list, next part.
structure	Mcl-1 Bim block	Bcl-W Bim block	Bfl-1 Bim block	Bcl-B Bim block	ABCG2 inh	RGS7-Gao reg	Bim-Bcl-2	RGS8-Gao	ABCB1 inh	RGS4-Gao reg	Bcl-XL Bim block
CCOC(=O)CN1C(=O)N[C@H](c2ccc(Br)cc2)C(C(C)=O)=C1C	0	0	1	-1	4	95	1	101	0.9	100	-3
O=C(CSc1nnc(CN2CCOCC2)n1-c1ccccc1)Nc1ccc(Cl)cc1	-3	-2	-15	-7	12	105	-16	101	1.2	108	-7
CCC(C)c1ccccc1NC(=O)COC(=O)c1ccc(N2CCCC2)c([N+](=O)[O-])c1 (stereo not drawn)	0	1	-7	-2	45	99	-27	97	8.9	99	0
COc1ccccc1NC(=S)NN1CCN(C)CC1	-4	0	0	-6	0	95	-4	98	0.4	95	-4
COC(=O)c1ccccc1NC(=O)CSc1nc(O)c(-c2ccccc2)c(=O)[nH]1	2	-2	-5	-5	3	101	0	100	0.4	99	-1
CC[n+]1c(/C=C/Nc2ccccc2)oc2ccc(OC)cc21	0	0	-7	-1	1	103	-2	105	0.0	104	-1
CNC(=S)N1CCN=C1Nc1nc(C)cc(C)n1	-4	-4	-3	-5	7	96	-7	99	0.6	100	-5
N#C/C(=C\c1ccc(-c2cccc(C(F)(F)F)c2)o1)C(=O)Nn1cnnc1	-3	-5	-3	-2	-6	100	-5	101	-0.7	101	-7
COc1ccc(C2C(C#N)=C(N)N3C(=C2C#N)Sc2ccccc23)cc1 (stereo not drawn)	3	-3	-4	-3	0	92	-1	94	0.0	90	-3
COc1cc2nc3c4ccccc4n(CC#N)c3nc2cc1OC	-3	-3	0	-8	7	91	-6	100	1.5	95	-2
CCc1ccc(OS(=O)(=O)c2cn(C)c(=O)n(C)c2=O)cc1	0	-6	-5	-5	1	100	-1	98	0.1	103	-4
COC(=O)c1c(NC(=O)c2ccccc2)sc2c1CC(C)(C)OC2	0	0	-14	-9	54	91	-12	97	1.4	97	-4
COc1ccc(Br)cc1CNC(=O)CCc1nc(-c2ccccc2F)no1	-4	-4	-7	-7	36	98	-4	99	0.0	95	-6
Cc1c(C(=O)N2CCOCC2)oc2c1C(=O)CC(C)(C)C2	0	4	-3	3	3	106	3	102	0.3	106	-11
CCOC(=O)CS(=O)(=O)c1ccc(O)cc1	-1	-7	-8	-7	0	?	-3	100	0.4	98	-1
O=C(O)Cn1nnnc1SCC(=O)Nc1ccc(F)cc1F	-3	-1	-11	-5	0	104	-6	103	-0.1	104	-2
O=C(Nc1ccc(S(=O)(=O)Nc2ccccc2)cc1)c1ccc(CN2CCOCC2)cc1	0	3	-9	0	3	95	0	96	0.3	101	0
CC/C(C)=C1\SC(N2CCN(c3cccc(C(F)(F)F)c3)CC2)=NC1=O	-2	0	-1	-2	2	104	-2	100	0.3	101	0
COC(=O)c1ccc(CSc2ccc3nnc(-c4ccccn4)n3n2)o1	3	3	-10	-1	1	101	-5	104	0.2	101	-1
CCN(CC)C(=O)CSc1nnc([C@@H](N)Cc2ccccc2)o1	-4	-3	-1	-8	7	98	-2	101	0.1	100	-6
O=C1NC(Nc2nccs2)(C(F)(F)F)C(=O)N1CCc1ccccc1 (stereo not drawn)	7	5	3	1	6	113	3	104	5.2	124	10
Cc1ccccc1-n1c(SCC(=O)NCc2cccs2)nc2ccccc2c1=O	-8	-5	-4	-4	6	96	-4	100	1.9	98	-9
N/C(=N\OC(=O)c1ccc(Br)cc1)c1ccncc1	0	-1	-4	0	5	95	-2	95	0.5	95	-2
Cc1cccc(CCNS(=O)(=O)c2ccc3c(c2)n(C)c(=O)c(=O)n3C)c1	0	-1	-11	-4	11	75	-3	91	0.7	81	-6
O=S(=O)(c1ccc(OCC(O)CN2CCN(c3ccccc3Cl)CC2)cc1)N1CCOCC1 (stereo not drawn)	1	0	-11	-6	2	97	-8	98	0.8	98	-3
CCOn1c(=O)c(-c2cccc3ccccc23)[n+]([O-])c2ccccc21	1	-1	-6	-2	3	99	0	100	1.4	104	0
CCN(CC)c1ccc(/C=C/c2nc3ccccc3s2)cc1	3	5	-7	-8	4	96	0	100	1.9	99	8
CC(=O)Nc1ccc(Br)c2ccccc12	0	-3	-1	-3	7	100	-4	104	-0.2	102	-4
Cc1cc(OCc2nn[nH]n2)c2c(C)c(CC(=O)O)c(=O)oc2c1	3	0	-13	-2	nt	100	0	99	nt	96	-5
O=C(CCc1nc2ccccc2c(=O)[nH]1)OCc1ccc(-c2ccccc2)cc1	-2	-2	0	-3	0	104	-2	107	-0.3	105	-3
CS(=O)(=O)NCCSCc1c(Cl)cccc1Cl	-3	0	-13	-3	1	99	-7	101	0.1	101	-2
OCC1(Cc2ccccc2)CCN(Cc2cnc(-c3ccc(Cl)cc3)nc2)CC1	-2	-3	-7	-4	3	96	0	97	0.6	97	-2
O=[N+]([O-])c1ncn(Cc2c(Cl)cccc2Cl)n1	-2	-5	-5	-11	11	99	-3	96	0.4	97	-8
CCCCCCc1nc2c(=O)[nH]c3ccccc3c2o1	-5	-4	-16	-7	6	101	-8	103	-0.1	99	-7
CCCC(=O)NCCc1nc2ccccc2n1C	-2	-2	-16	-6	0	98	-12	99	0.1	103	-8

An unsorted share of the library (roughly 0.94% active in at least one column).
